Rtt109 HAT inh: inhibitors of C. albicans Rtt109/Vps75 HAT, primary screen, biochemical, ThioGlo CoA-SH fluorescence, plate reader. AID 540336, 2011. 0.16% of 330,000 active. purified Rtt109/Vps75, 4 h. inhibition, % at 34.9 µM;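 active = inhibition of at least 50% in every replicate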
Target sequence (Q5AAJ8 whole entry, looked up): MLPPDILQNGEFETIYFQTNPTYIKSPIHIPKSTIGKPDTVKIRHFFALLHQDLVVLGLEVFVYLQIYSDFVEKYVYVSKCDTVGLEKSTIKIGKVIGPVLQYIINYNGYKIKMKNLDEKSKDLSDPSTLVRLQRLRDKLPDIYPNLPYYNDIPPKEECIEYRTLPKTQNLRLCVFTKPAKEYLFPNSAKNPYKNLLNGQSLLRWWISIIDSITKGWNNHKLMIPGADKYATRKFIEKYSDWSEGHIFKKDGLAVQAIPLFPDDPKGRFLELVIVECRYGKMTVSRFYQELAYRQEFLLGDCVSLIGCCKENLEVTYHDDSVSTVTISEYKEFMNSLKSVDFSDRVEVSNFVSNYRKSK
dFosB activator: activators of delta FosB homodimer, primary screen, biochemical, fluorescence polarization, TAMRA-CDK5 oligo, single point; activation, % at 25 µM; purified delta FosB; percent of positive-control signal above neutral wells; 0.99% of 340,000 active;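 active = mean activation above about 17%, with every replicate also reaching it, limit read from the data, passing the limit was not always enough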;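 note: fluorescence polarization rise as delta FosB binds a TAMRA Cdk5 AP-1 oligo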
HTR5A ag ctr: HTR5A agonists in luminescence cell assay, primary screen, counter-screen for OPRM1-OPRD1 heterodimer agonist project, full-deck HTS | activation, % at 9.3 µM | 0.61% of 340,000 active | 5-hydroxytryptamine receptor 5A (Homo sapiens), P47898 | cell-based | AID 504692, 2011; in the data active = activation mostly above about 9.5%, no sharp cut-off; inactive = mostly below about 7.6%;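 note: 0% = cells with vehicle only and 100% = reference agonist; strong numbers were not always called active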
CDK5 p35 inh: inhibitors of human CDK5/p35 kinase, primary screen, biochemical, single concentration. Recombinant CDK5/p35, ADP-Glo luminescence, 60 min. inhibition, % at 10 µM. Cyclin-dependent kinase 5 (Homo sapiens) + Cyclin-dependent kinase 5 activator 1 (Homo …. 0.01% of 330,000 active;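 active = highest replicate inhibition of at least 50% and at least 75% of replicates reaching 50%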;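 note: plate controls were DMSO neutral control for no effect and GW8510 at 10 µM for full effect; many of its hits are not listed in these tables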
SR-BI uptake up: activators of SR-BI mediated DiI-HDL uptake, primary screen, ldlA[mSR-BI] CHO cells, DiI fluorescence; 3 h; 100 = double the neutral-control signal; activation, % at 12.5 µM; AID 504775, 2011; 0.096% of 320,000 active;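 active = mean replicate activation of at least 60% and every replicate at or above 60%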;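 note: 0% = median plate neutral-control signal and 100% = twice that signal; values of inactives mirror those of a sister screen read the other way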
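Material: SR-BI-overexpressing, LDLR-lacking CHO cells; schedule: compound exposure 3 h, 37 °C; reagent: DiI-labelled HDL at 10 µg/mL final; technique: bottom-read fluorescence, 550/595 nm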
Wnt bcat act: Wnt/beta-catenin pathway activators, primary screen, cell-based, plate reader, single point; activation, % at 9.35 µM; Wnt/beta-catenin reporter cell assay, activator; 1.2% of 300,000 active; in the data active = activation above about 30%, passing the limit was not always enough;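 note: 0% = neutral control wells and 100% = positive control wells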
PvdQ inh: P. aeruginosa PvdQ acylase inhibitors, primary screen, biochemical, fluorescence, plate reader and imaging, single point; purified PvdQ acylase; inhibition, % at 10 µM; 0.063% of 340,000 active; AID 488965, 2010; in the data active = inhibition above about 30%, passing the limit was not always enough;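 note: 0% = vehicle neutral wells and 100% = reference inhibitor wells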
cardiac RTF act: cardiac RTF calcium sensitivity activators, primary screen, biochemical, IANBD-TnC fluorescence, EC20 calcium; Troponin I, cardiac muscle (Homo sapiens) + Troponin T, cardiac muscle (Homo sapiens) + …; IANBD-labeled TnC RTF fluorescence at EC20 calcium; 0% EC20 calcium, 100% full calcium; activation, % at 7.2 µM; 0.24% of 340,000 active;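 active = activation above the mean over all tested compounds plus 3 SD, cut at about 30% in these data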;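 note: rise in fluorescence read as greater calcium sensitivity of cardiac thin filaments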
SR-BI DiI inh: inhibitors of SR-BI mediated HDL lipid uptake, primary screen, ldlA[mSR-BI] cells, fluorescence, single point | Scavenger receptor class B member 1 (Mus musculus), Q61009 | ldlA[mSR-BI] CHO cells, DiI-HDL uptake fluorescence, 3 h | inhibition, % at 12.5 µM | 0.96% of 320,000 active;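 active = mean replicate inhibition of at least 70% and a set share of replicates each scoring 70 or more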;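 note: 0% = median of neutral control wells and 100% = median of positive control wells; values of inactives mirror those of a sister screen read the other way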
Target sequence (Q61009 whole entry, looked up): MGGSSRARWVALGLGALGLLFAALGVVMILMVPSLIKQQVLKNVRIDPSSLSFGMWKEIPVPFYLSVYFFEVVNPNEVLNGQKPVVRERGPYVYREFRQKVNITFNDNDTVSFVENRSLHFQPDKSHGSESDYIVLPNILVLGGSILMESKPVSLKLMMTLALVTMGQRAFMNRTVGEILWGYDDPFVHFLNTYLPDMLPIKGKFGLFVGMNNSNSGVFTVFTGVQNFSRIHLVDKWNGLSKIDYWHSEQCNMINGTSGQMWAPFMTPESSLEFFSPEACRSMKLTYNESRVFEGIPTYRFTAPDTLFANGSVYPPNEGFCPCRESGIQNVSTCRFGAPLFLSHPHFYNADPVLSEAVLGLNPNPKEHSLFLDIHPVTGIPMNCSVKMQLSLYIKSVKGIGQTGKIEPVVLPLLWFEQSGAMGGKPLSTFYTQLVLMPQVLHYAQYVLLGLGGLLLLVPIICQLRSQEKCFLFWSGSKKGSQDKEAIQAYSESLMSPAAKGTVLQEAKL
MITF TRPM1 HTS: activators of MITF-driven TRPM1 promoter reporter, primary screen, cell-based, SK-MEL-5, luciferase, single point | 0.75% of 300,000 active | activation, % at 12.5 µM | SK-MEL-5 TRPM1-promoter luciferase, 24 h; % of positive control, neutral wells = 0;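 active = mean activation of at least 80% with every replicate also reaching 80%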;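 note: 0% = neutral control wells and 100% = parthenolide positive control wells; values of inactives mirror those of a sister screen read the other way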
* marks the source's active call; other numbers are inactive results; · = not tested or not shown.

smiles | Rtt109 HAT inh | dFosB activator | HTR5A ag ctr | CDK5 p35 inh | SR-BI uptake up | Wnt bcat act | PvdQ inh | cardiac RTF act | SR-BI DiI inh | MITF TRPM1 HTS
NS(=O)(=O)c1ccc(NC(=O)COC(=O)c2ccc(Cl)cc2[N+](=O)[O-])cc1 | 14 | 2 | -5 | -1.3 | · | 0 | -2 | -6 | · | 3
CCCc1nc(C)c(-c2ccc(OC)c(OC)c2)c(=O)[nH]1 | 11 | 6 | 2 | -0.3 | 11 | · | 4 | -6 | -11 | -11
O=C(Nc1ccccc1)Nc1sccc1-c1nc2ccccc2s1 | 8 | -3 | · | -2.1 | -60 | -1 | -4 | · | 60 | ·
CCCOc1c(OC)cccc1C1CC(=O)Nc2cc3c(cc21)OCO3 (stereo unspecified) | -10 | 4 | 7 | -0.7 | 14 | · | -3 | -5 | -14 | -12
C/C(=N\NC(=O)COc1cccc(Br)c1)c1ccc2c(c1)OCCO2 | 3 | -10 | 2 | 1.5 | 1 | 5 | -8 | 0 | -1 | 24
CCCOC(=O)c1ccc(OCC(O)CN2CCN(C(=O)c3ccccc3)CC2)cc1 (stereo unspecified) | -1 | -8 | 0 | 1.1 | -4 | · | -24 | 2 | 4 | 10
O=C(O)CC(CC(=O)Nc1ccc2ccccc2n1)c1ccccc1 (stereo unspecified) | 2 | -8 | 1 | -1.9 | 5 | -3 | -8 | 5 | -5 | 1
COc1cccc(/C=C2/SC(=S)N(CC(=O)Nc3nnc(C)s3)C2=O)c1 | -10 | 3 | -3 | 1.6 | 20 | -1 | -6 | -2 | -20 | 9
CCOC(=O)C1CCCN(C(=O)CN2C(=O)C(CC)Oc3ccc(C)cc32)C1 (stereo unspecified) | -9 | -2 | -2 | -3.8 | -6 | · | -14 | 5 | 6 | 11
COc1ccc(-c2ccc(SCC(=O)c3ccccc3)nn2)cc1OC | -4 | -35 | -1 | 0.6 | -9 | 0 | -14 | 5 | 9 | -8
CCN(CC(=O)Nc1cccc(OC)c1)CC(=O)Nc1ccccc1C | -6 | -5 | 5 | 0.2 | 3 | 2 | -2 | -6 | -3 | -8
Cc1ccc([N+](=O)[O-])cc1NC(=O)CSc1n[nH]c(-c2cccnc2)n1 | -1 | -7 | -1 | -1.0 | 43 | -4 | -13 | -7 | -43 | -12
COc1ccc(-n2cnc3c(N)nc(N)nc32)cc1 | -2 | 5 | 1 | 0.6 | 14 | 0 | -16 | 1 | -14 | 10
C=Cc1ccc(Cn2c(=O)n(C)c(=O)c3sccc32)cc1 | 0 | -3 | -3 | -1.5 | -12 | 0 | -6 | 0 | 12 | ·
NS(=O)(=O)c1ccc(NC(=O)/C=C/c2ccccc2[N+](=O)[O-])cc1 | -3 | 4 | -3 | -0.2 | -65 | 0 | -1 | -2 | 65 | -32
Cc1ccc(C)c(NC(=O)Cc2nc(CNCC(C)C)cs2)c1 | 25 | -2 | -3 | -0.5 | 16 | 0 | -10 | -5 | -16 | -6
CCC(Oc1ccccc1)C(=O)N1CCN(C(=O)C(CC)Oc2ccccc2)CC1 (stereo unspecified) | 5 | -3 | 3 | -0.8 | -5 | -1 | -12 | 1 | 5 | -4
C=CCn1c(C)cc(C(=O)COC(=O)c2ccc(N)c([N+](=O)[O-])c2)c1C | -5 | -4 | -4 | -1.4 | -33 | 16 | -15 | 2 | 33 | 60
CCOc1ccccc1NC(=O)N1CCC(n2nnc3cc(C)ccc32)CC1 | -10 | -5 | -3 | -2.4 | -47 | · | -6 | -1 | 47 | ·
COc1cccc(-c2csc(N3CCN(CC(=O)NNC(=O)c4ccc(Br)cc4)CC3)n2)c1 | 13 | -10 | 12 | -0.6 | -46 | · | 7 | -1 | 46 | -12
COc1cc(C(Nc2ccc(S(=O)(=O)N3CCC(C)CC3)cc2)C(=O)NCC2CCCO2)cc(OC)c1OC (stereo unspecified) | -1 | -6 | 3 | 1.1 | -9 | -2 | 6 | -2 | 9 | 7
CCOc1ccccc1-c1nc(C(N)=O)c2[nH]c(=O)n(-c3ccc(F)cc3)c2n1 | -14 | -9 | 17 | -1.1 | 2 | -1 | 3 | 2 | -2 | -14
O=C(O)CCCCCNS(=O)(=O)/C=C/c1ccccc1 | -3 | -1 | -1 | -8.8 | -3 | -13 | 17 | 1 | 3 | -1
CCOC(=O)c1ccc(S(=O)(=O)Nc2ccc(N3CCOCC3)cc2)cc1 | 16 | -3 | 11 | -0.2 | 20 | 1 | 12 | -5 | -20 | 0
CC(C)(C)C(=O)CSc1ccc(S(=O)(=O)N2CCCC2)cn1 | 4 | -8 | 0 | -0.8 | -2 | -4 | 3 | -9 | 2 | 5
COc1ccc2[nH]c(C(=O)N3CCc4ccccc4C3)c(C)c2c1 | -6 | -6 | 2 | 0.8 | · | 3 | -13 | 3 | 30 | 4
COc1ccc([N+](=O)[O-])cc1NC(=O)Cc1c(Cl)cccc1Cl | -1 | 0 | 6 | 0.6 | -23 | 3 | -4 | 2 | 23 | 11
CCc1ccc(CCC(=O)Nc2ccc(Br)cc2)o1 | · | -2 | 4 | 0.6 | -15 | -1 | 6 | -4 | 15 | ·
Cc1ccc2[nH]c(=O)c(CN(Cc3nnnn3Cc3ccccc3)C3CCCC3)cc2c1 | -9 | -11 | 1 | -0.4 | -4 | · | -4 | -8 | 4 | 0
COc1ccccc1C(=O)COC(=O)c1nc2nc(C)cc(C)n2n1 | -4 | -3 | -11 | -4.9 | 8 | -2 | -7 | 7 | -8 | -6
CC(=O)OCC1OC(n2ccc3ccccc32)C(OC(C)=O)C(OC(C)=O)C1OC(C)=O (stereo unspecified) | -4 | -3 | -2 | -0.7 | 4 | · | -14 | 6 | -4 | -3
Cc1csc(NC(=O)CCNC(=O)c2ccccc2Cl)n1 | -6 | 0 | 6 | 0.4 | 12 | 4 | 10 | 7 | -12 | 9
COc1ccc(NC(=O)CCC(=O)c2ccc(F)cc2)cc1 | 5 | 7 | -4 | -2.3 | 25 | 2 | -13 | 7 | -25 | ·
Cc1noc(C)c1S(=O)(=O)N(C)CC(=O)Nc1ccc(F)cc1 | -5 | 0 | 9 | -15 | -1 | · | -4 | 6 | 1 | -3
COc1ccc(C(=O)C2CCCN(Cc3cccn3-c3nccs3)C2)cc1F (stereo unspecified) | 1 | -4 | -2 | -2.8 | 11 | 2 | -17 | -1 | -11 | -6
NS(=O)(=O)c1cccc(NS(=O)(=O)c2ccc(/C=C/C(=O)OCC(=O)c3ccc(Br)cc3)cc2)c1 | 7 | -2 | -4 | -0.2 | 9 | 0 | 8 | 1 | -9 | -14
Cc1cc(OCC(=O)OCC(=O)NC2CCCC2)ccc1Cl | -2 | -8 | -2 | -1.3 | 11 | -2 | -17 | -3 | -11 | ·
O=C(COC(=O)c1cccnc1Cl)Nc1ccc(S(=O)(=O)N2CCOCC2)cc1 | -8 | -5 | 1 | -1.5 | 0 | -1 | -5 | 7 | 0 | 0
Cc1onc(-c2ccccc2)c1C(=O)N1CCN(C)CC1 | -5 | -5 | -5 | 1.1 | 0 | 4 | 6 | 4 | 0 | 10
COc1ccc(C(=O)c2coc3ccc(O)c(CN4CCCCC4)c23)cc1 | 13 | 11 | -4 | -0.2 | · | -3 | -2 | 2 | · | 6
COc1cc([N+](=O)[O-])cc(/C=N/NC(=O)C(C)Nc2cccc3ccccc23)c1O (stereo unspecified) | 13 | -9 | 0 | 2.2 | -27 | -2 | 1 | 4 | 27 | -15
O=C1c2ccccc2C(=O)N1c1nc(-c2cccs2)cs1 | 0 | -3 | 6 | 0.3 | -6 | -3 | 4 | 1 | 6 | -16
Brc1ccccc1OCCCCn1cnc2ccccc21 | -4 | -5 | 5 | 0.2 | 6 | 14 | 8 | 9 | -6 | 30
COCCN(C(=O)c1ccccc1OC)c1nnc(C)s1 | 1 | -5 | 5 | -1.5 | -2 | 2 | 2 | 1 | 2 | -20
Cc1c(NC(=O)c2ccc3c(c2)OCO3)cccc1-c1nc2ccccc2o1 | -6 | -11 | 3 | -0.4 | -35 | · | 6 | -7 | 35 | 14
Cc1[nH]c2c(C)cccc2c1CCNS(=O)(=O)c1cccc([N+](=O)[O-])c1 | -9 | -6 | 1 | -2.1 | -17 | 0 | 0 | 2 | 17 | -7
O=C(Cc1n[nH]c(=O)c2ccccc12)OCC(=O)c1ccc2c(c1)OCCO2 | 0 | 3 | 4 | -1.9 | 24 | -20 | 9 | -6 | -24 | -30
Cc1cc(C)n(CC(O)CN2C(=O)NC(C)(C)C2=O)n1 (stereo unspecified) | 5 | 0 | 8 | -1.1 | 7 | 1 | 3 | 1 | -7 | -4

Given with two lines to a compound: two of the compounds above
Every second line gives: Rtt109 HAT inh	dFosB activator	HTR5A ag ctr	CDK5 p35 inh	SR-BI uptake up	Wnt bcat act	PvdQ inh	cardiac RTF act	SR-BI DiI inh	MITF TRPM1 HTS
> COCCN(C(=O)c1ccccc1OC)c1nnc(C)s1
    1	-5	5	-1.5	-2	2	2	1	2	-20
> Brc1ccccc1OCCCCn1cnc2ccccc21
    -4	-5	5	0.2	6	14	8	9	-6	30

Remaining list, next part.
smiles | Rtt109 HAT inh | dFosB activator | HTR5A ag ctr | CDK5 p35 inh | SR-BI uptake up | Wnt bcat act | PvdQ inh | cardiac RTF act | SR-BI DiI inh | MITF TRPM1 HTS
O=C(Nc1cccc(C2=NCCN2)c1)Nc1cccc(C2=NCCN2)c1 | 16 | -8 | -1 | 1.2 | -1 | -4 | -8 | 5 | 1 | -5
Cc1cc(C)cc(S(=O)(=O)c2cn(C)c3cc(N4CCN(C)CC4)c(F)cc3c2=O)c1 | 1 | -1 | 4 | -1.3 | 1 | 1 | -17 | 0 | -1 | -51
Cc1ccc(N(C)S(=O)(=O)c2c(C)[nH]c(C)c2C(=O)N2CCCC2)cc1 | 8 | -2 | 4 | 1.3 | 8 | 0 | -14 | -2 | -8 | -5
COCCNC(=O)c1cc2c(=O)[nH]c3ccccc3c2s1 | 2 | -31 | 4 | -0.4 | 9 | 4 | -14 | -6 | -9 | 9
CCOc1ccccc1OCC(=O)NN=C1CCCC(=O)C1 | 8 | 2 | 0 | 0.4 | 3 | -5 | 10 | -7 | -3 | 0
CN(C)CC(C)(C)CNC(=S)Nc1ccc(S(=O)(=O)N2CCOCC2)cc1 | 6 | 6 | 1 | 0.3 | 4 | -3 | -1 | 1 | -4 | -3
CCn1ncc(CN2CCC(Oc3cc(C(=O)NC4CC4)ccc3OC)CC2)c1C | -1 | -5 | 1 | 1.1 | 25 | -5 | -16 | -6 | -25 | -5

Bioassay records deposited in PubChem BioAssay by several laboratories.
